High-throughput results as filed in PubChem.
FLuc inh = inhibitors of firefly (Photinus pyralis) luciferase. P08659. purified P. pyralis luciferase, luminescence, biochemical. Potency, µM (titrated, usually from 115 µM), inactives show at the top dose activity change, negative = inhibition, actives largely listed as inhibitors. hit rate 2.5% among 76,000. AID 1347043; note: potency is the fitted concentration of half-maximal effect; nearly all actives have a fitted effect of over 65% in size
Target sequence (P08659 whole entry, looked up): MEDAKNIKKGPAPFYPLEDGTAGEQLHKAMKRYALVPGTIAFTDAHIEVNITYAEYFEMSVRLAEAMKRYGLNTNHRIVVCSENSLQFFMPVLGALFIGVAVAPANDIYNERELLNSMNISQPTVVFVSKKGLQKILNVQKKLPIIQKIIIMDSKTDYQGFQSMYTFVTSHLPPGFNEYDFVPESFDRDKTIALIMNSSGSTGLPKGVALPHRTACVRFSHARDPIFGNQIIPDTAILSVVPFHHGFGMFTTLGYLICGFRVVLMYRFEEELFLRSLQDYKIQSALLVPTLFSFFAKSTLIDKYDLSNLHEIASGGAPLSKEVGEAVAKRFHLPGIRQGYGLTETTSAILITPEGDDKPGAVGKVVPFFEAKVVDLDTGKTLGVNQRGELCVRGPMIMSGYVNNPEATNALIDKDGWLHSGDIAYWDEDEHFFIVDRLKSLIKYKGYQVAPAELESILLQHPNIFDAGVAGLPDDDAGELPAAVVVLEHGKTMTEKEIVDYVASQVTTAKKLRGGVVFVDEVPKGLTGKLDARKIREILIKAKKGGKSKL
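Inhibitors were tested against purified firefly luciferase in a biochemical, low-substrate format (both substrates at 10uM) and luminescence measured with a CCD imager.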
IP6K1 inhibitor = inhibitors of human IP6K1; Q92551; IP6K1 kinase, ADP-Glo luminescence, 2 h; stronger effect = lower value; activity change, % (series mostly up to about 58 µM); hit rate 0.81% among 140,000; in the data active = activity change below about -25%
Target sequence (Q92551 whole entry, looked up): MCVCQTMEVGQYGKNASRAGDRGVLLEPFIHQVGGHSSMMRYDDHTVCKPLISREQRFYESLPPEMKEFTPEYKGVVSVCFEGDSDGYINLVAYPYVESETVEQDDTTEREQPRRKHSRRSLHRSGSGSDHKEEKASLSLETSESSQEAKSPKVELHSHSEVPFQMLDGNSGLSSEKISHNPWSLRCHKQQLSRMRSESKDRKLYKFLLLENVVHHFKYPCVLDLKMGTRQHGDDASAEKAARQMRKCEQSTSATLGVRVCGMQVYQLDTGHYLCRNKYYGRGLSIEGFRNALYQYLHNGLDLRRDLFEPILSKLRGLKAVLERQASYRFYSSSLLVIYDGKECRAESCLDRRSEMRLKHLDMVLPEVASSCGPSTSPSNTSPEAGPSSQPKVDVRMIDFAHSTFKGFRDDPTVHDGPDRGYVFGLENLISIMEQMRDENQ
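ADP-Glo luminescence measures ADP made by human IP6K1 during a 2 h RT reaction with ATP/IP6 (mix at 1.3 mM/130 uM); top library doses 57.5 and 19.1 uM final.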
HEK cytotox = HEK 293 cell cytotoxicity. Potency, µM (titrated, usually from 115 µM), for the others: at the highest dose activity change, negative = cytotoxicity, actives largely listed as inhibitors. HEK 293 viability, ATP luminescence (CellTiter-Glo), 48-72 h. hit rate 6.6% among 94,000; note: potency is the fitted concentration of half-maximal effect; nearly all actives have a fitted effect of over 60% in size
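250 HEK 293 cells/well; compound by pintool; incubated 48 or 72 hr at 37 degree Celsius; CellTiter-Glo added, 10 min RT, luminescence imaged.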
HEK293 viab = cell viability loss counter-screen; HEK-293-SNCA-luc viability, GF-AFC fluorescence, 24 h; Potency, µM (titrated, usually from 57.1 µM), without a hit: at the top dose activity change, negative = cytotoxicity, most hits filed as cytotoxic; AID 1671193; hit rate 0.12% among 150,000;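 note: potency is the fitted concentration of half-maximal effect; 0% = DMSO-treated cells and -100% = medium-only wells without cells; nearly all actives have a fitted effect of over 30% in size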
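HEK-293-SNCA-luc cells (1500/well) plated 24 h, then exposed 24 h to a dilution series; GF-AFC added 30 min at 37C, fluorescence 405/540 nm; normalised to medium-only and DMSO wells, Hill fit.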
3T3 cytotox = cytotoxic compounds in NIH 3T3 cells; Potency, µM (series often up to 96.7 µM), for the others: at the top dose activity change, negative = cytotoxicity, actives largely listed as inhibitors; hit rate 4.3% among 94,000; NIH 3T3 viability, CellTiter-Glo ATP luminescence, 48-72 h; note: potency is the fitted concentration of half-maximal effect; nearly all actives have a fitted effect of over 55% in size
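Mouse fibroblast NIH 3T3 cells, 400 per well, received compound via pintool and were incubated for 48 or 72 hr prior to CellTiter-Glo ATP luminescence measurement.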
GPT2 inhibitor = GPT2 alanine aminotransferase inhibition; Q8TD30; hit rate 0.25% among 100,000; AID 1671188; Recombinant GPT2, coupled pyruvate oxidase/HRP Amplex Red fluorescence; Potency, µM (titrated, usually from 57.7 µM), for the others: top-dose activity change, negative = inhibition, most hits filed as inhibitors; note: potency is the fitted concentration of half-maximal effect; nearly all actives have a fitted effect of over 60% in size; many of its hits are not listed in these tables
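Recombinant GPT2 (10ng/uL) with 250uM a-KG and 2mM L-alanine, 30 min at room temperature, in HEPES pH 7.5 buffer. Pyruvate detected by pyruvate oxidase/HRP/Amplex Red fluorescence after 30 min in the dark; AOA (50uM) as positive control.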
SNCA expr inh = reduces expression of the alpha-synuclein gene; HEK-293 SNCA-luciferase knock-in, luminescence, 24 h; Potency, µM (series often up to 57.2 µM), inactives show at the highest dose activity change, negative = inhibition, hits mostly inhibitors; hit rate 0.17% among 140,000; AID 1671194;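 note: potency is the fitted concentration of half-maximal effect; plate controls were DMSO cells for no effect and cell-free wells for full effect; nearly all actives have a fitted effect of over 45% in size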
* marks the source's active call; other numbers are inactive results; i = inactive; u = inconclusive; x = no result given; [ ] = dose if it differs, or a comment. Unless noted, calls come from the whole dose curve; as a rule, active = well fitted curve in the direction sought with a large enough effect; inconclusive = small, poorly fitted or top-dose-only effect, or another doubt; inactive = no such curve, though single readings can be large; an effect the other way counts as inactive or inconclusive. Unless noted, % is set by controls: 0 for no effect and ±100 for the full control effect. A portion of the library. The share of hits here may be higher or lower than overall.

canonical_smiles,FLuc inh,IP6K1 inhibitor,HEK cytotox,HEK293 viab,3T3 cytotox,GPT2 inhibitor,SNCA expr inh
COCCNC(=O)C(NC(=O)c1ccccc1F)C1CCN(C(=O)c2ccccc2F)CC1 (stereo not drawn),-5.1%,7.4,3.6%,5.2%,-4.2%,2.1%,3.7%
O=C(CC1CCN(C(=O)c2ccco2)C1)N1CCOCC1 (stereo not drawn),1.1%,18.8,-0.7%,-3.6%[12.5 µM],-2.1%,-3.3%,0.6%
COc1ccc(CNC(=O)c2c(C)noc2-c2cc(OC)cc(OC)c2)cc1,1.5%,-3.2,u,1.3%,-6.8%,2.2%,24.9%
C=C1C(=O)O[C@@H]2C[C@H](C)[C@@H]3CC(=O)[C@H](O)[C@@]3(C)C[C@H]12,x,15.2,x,u,x,i,x
CCOc1ccccc1CNC(=O)CSc1n[nH]c(-c2ccccc2)n1,x,5.0,x,-22.3%,x,x,-21.0%
O=C(Nc1ccccc1)N1C[C@@H]2C[C@H](C1)c1ccc(-c3cccc(C(F)(F)F)c3)c(=O)n1C2,-5.4%,11.3,-1.9%,0.1%,-6.9%,-4.0%,10.2%
Cc1cc2ncc(C(=O)NCc3cccc(F)c3)cn2n1,x,3.3,-11.1%[172 µM],0.8%[87.6 µM],-13.8%[138 µM],1.9%[88.5 µM],u
COc1ccccc1NC(=O)Cn1c(=O)n(CC2CCC(C(=O)NCCc3ccccc3)CC2)c(=O)c2ccccc21 (stereo not drawn),x,7.3,x,-12.2%,x,x,-26.8%
CCCc1ccc(S(=O)(=O)N(CCC)CC2CCOC2)cc1 (stereo not drawn),0.5%,1.5,u,-0.4%,u,i,u
CN(C)C[C@@H]1CN(c2ccncn2)C[C@H]1NC(=O)c1cccn1C,-15.9%,-8.1,-14.2%,-4.9%,-16.9%,i,u
CN1CCCCCC(O)c2cc(C(=O)NCCCc3ccccc3)ccc21 (stereo not drawn),-10.7%,3.6,u,5.6%,u,i,25.3%
CC(C)c1nc2c(c(-c3ccc(Cl)cc3)n1)CCN(Cc1ccccc1)CC2,x,11.1,u,2.9%,-14.1%,0.9%,-4.3%
N#Cc1ccc(C(=O)N2CCC3(CC2)NC(=O)N(Cc2ccc(Cl)cc2)C3=O)cc1,29.9%,-7.1,u,-9.2%,15.8µM*,i,-19.9%
Fc1ccc2c(c1)nc1n2[C@@H](CNCc2ccccn2)COC1,-7.7%[172 µM],-1.7,u,-3.3%[87.6 µM],u,4.9%[88.5 µM],-11.6%[87.6 µM]
COc1ccc(NC(=O)C2=NO[C@@H]3CN(c4cccnc4)C[C@H]23)cc1,35.5µM*,-21.2,u,-21.8%[87.6 µM],u,i,5.0%[87.6 µM]
COc1cccc(Cn2c(C)c(CNCc3ccccc3Cl)c(C(=O)O)c2C)c1,x,-26.7*,x,-1.9%,x,x,-19.7%
CN(Cc1cccnc1)c1nc2c(c(=O)[nH]1)CCN(Cc1cccc(Cl)c1F)CC2,5.0%,4.0,25.1µM*,-4.4%,u,-9.8%,-15.9%
CCCS(=O)(=O)N1CCC(N2C(=O)C3(CCCCC3)C2c2ccncc2)CC1 (stereo not drawn),-2.7%,-5.0,-26.2%,-4.0%[12.5 µM],-6.8%,i,12.0%
CCn1c(CN2CCCCC2)nc2cc(NC(=O)COc3ccccc3C(C)(C)C)ccc21,x,-10.3,x,-5.3%,x,x,-3.5%
C[C@@]1(O)CCN(c2ncccc2C(=O)c2nccs2)C[C@@H]1O,-6.6%,2.4,i,-9.5%,-1.0%,i,-22.3%

Taken from above (2 entries):
canonical_smiles,FLuc inh,IP6K1 inhibitor,HEK cytotox,HEK293 viab,3T3 cytotox,GPT2 inhibitor,SNCA expr inh
CCn1c(CN2CCCCC2)nc2cc(NC(=O)COc3ccccc3C(C)(C)C)ccc21,x,-10.3,x,-5.3%,x,x,-3.5%
C[C@@]1(O)CCN(c2ncccc2C(=O)c2nccs2)C[C@@H]1O,-6.6%,2.4,i,-9.5%,-1.0%,i,-22.3%

Following part
canonical_smiles,FLuc inh,IP6K1 inhibitor,HEK cytotox,HEK293 viab,3T3 cytotox,GPT2 inhibitor,SNCA expr inh
CCCCn1c(=O)c2oc3ccccc3c2n(Cc2cccc(F)c2)c1=O,x,48.4,x,11.3%,x,x,-14.2%
COCC(=O)NC[C@@H]1C=C(C)[C@H](CC(=O)O)C[C@H]1C(C)C,-2.2%[172 µM],6.9,i,-2.6%[87.6 µM],i,i,-22.6%[87.6 µM]
CCc1nccn1CC(=O)Nc1nn(C)c2cccc(Oc3cccnc3)c12,7.3%,43.4,-23.7%,3.4%,-18.5%,u,-13.3%
O=c1n(-c2ccc([N+](=O)[O-])cc2)nc2n1CCN(Cc1ccc(C(F)(F)F)cc1)C2,-4.2%,11.9,35.5µM*,-14.9%,u,-1.8%,1.2%
CCOc1ccc(C(=O)OCc2cc(=O)n3nc(C4CCCCC4)sc3n2)cc1,x,-9.8,x,-6.3%,x,x,29.2%
CCCn1cc(C(=O)N[C@@H]2COCC[C@H]2Oc2ccc(C#N)cc2)c(C)n1,-1.8%,29.6,i,16.2%,-15.8%,3.4%,11.9%
COc1ccc(C2=NN(CCC(=O)NCCc3ccccc3)C(=O)CC2)cc1,x,-4.2,x,1.5%,x,x,-8.5%
COc1ccc(Cl)cc1NC(=O)CCC1CCCN(C(=O)CCc2scnc2C)C1 (stereo not drawn),-11.8%,11.8,u,-12.0%,-29.0%,-3.2%,-0.9%
CCCc1noc(-c2cn(C3CCN(C(=O)c4ccc(C)c(F)c4)CC3)nn2)n1,-4.9%,3.1,u,-6.8%,u,i,15.9%
O=C(NCCc1ccccc1Cl)c1ccc(Cn2c(=O)c3cccn3c3cccnc32)cc1,x,4.5,x,-22.3%,x,x,10.5%
CCOC(=O)c1c(C)[nH]c(C)c1S(=O)(=O)NCC(=O)N1CCN(c2cccc(C)c2)C(C)C1 (stereo not drawn),x,31.0,x,1.7%,x,x,-4.1%
Cc1ccccc1OCC(=O)N1CCC(c2nc3ccccc3s2)CC1,x,-15.3,x,0.1%,x,x,1.8%
O=C(C1CCN(c2nc3ncccc3o2)CC1)N1CCN(c2ncccn2)CC1,x,7.8,1.8%,-4.1%,-2.3%,i,-7.0%
Cn1cc2c3c(cccc31)CN(C(=O)c1ccc(F)cc1Cl)CC2,5.8%,4.9,u,2.4%,u,2.7%,10.8%
Cc1cccc(NC(=O)CSc2nnc3scc(-c4ccccc4)n23)c1,x,21.9,x,-2.0%,x,x,-22.3%
Cc1ccc2oc(C(=O)Nc3nc(-c4ccc(F)cc4)ns3)c(C)c2c1,x,17.8,x,1.5%,x,x,46.3%[activator]
CNC(=O)CC1CCOC2(CCN(C(=O)NCc3ccc(OC)cc3)CC2)C1 (stereo not drawn),-6.8%,5.4,14.7%,6.8%,i,i,-4.0%
O=C(Cn1cnc2ccccc2c1=O)N1CC[C@H](CO)[C@H](O)C1,-4.1%,10.6,-18.2%,4.0%,0.3%,2.7%,-30.3%
CCc1noc(-c2cn(C3CCN(C(=O)COc4cccc(C)c4)CC3)nn2)n1,0.0%,15.3,-8.3%,-2.1%,u,u,-24.7%
COc1ccccc1-n1c(=O)c(C(=O)N2CCN(C(=O)C3CCCC3)CC2)nc2cccnc21,x,7.6,4.4%,2.5%,-11.6%,i,5.5%
COc1ccc(C(=O)N[C@@H]2CCC[C@@H]2C(=O)NCCN2CCCC2)cc1,-4.8%,22.1,-13.4%,-14.3%,-17.7%,i,9.8%
CCOc1ccc(CC(=O)N2CCC3(CC2)N=C(c2ccc(Cl)cc2)NO3)cc1,-10.7%,-12.7,u,7.8%,u,0.2%,5.7%
COC(=O)c1ccc(NC(=O)CC2C(=O)N(c3cccc(F)c3)C(=O)N2CC(C)C)cc1 (stereo not drawn),x,-8.9,x,-2.5%,x,x,u
COc1ccccc1N1CCN(S(=O)(=O)CCNC(=O)Cc2ccc(Cl)cc2)CC1,x,-1.6,x,-11.4%,x,x,-17.7%
CCS(=O)(=O)c1nc(S(=O)(=O)c2ccc(C)cc2)c(NCc2ccccc2Cl)s1,x,42.1,x,0.1%,x,x,-25.7%
O=C(CCC(=O)N1CCSc2ccccc21)Nc1ccc(Cl)cc1,x,41.1,x,-4.1%,x,x,-7.7%
O=C(CC1CCN(C(=O)Nc2ccccc2F)C1)NC1CC1 (stereo not drawn),0.2%,7.5,-3.5%,-3.8%[12.5 µM],i,-1.9%,11.4%
Cc1c(Cl)cccc1NC(=O)c1cc(-c2cccs2)on1,x,-14.5,x,-6.6%,x,x,-8.2%
COc1ccc(-c2ccc3ncc(Nc4ccncc4)n3n2)cc1OC,3.3%[172 µM],-15.2,79.4µM*,-26.7%[87.6 µM],35.5µM*,i,-21.9%[87.6 µM]
O=C(CN1C(=O)C(c2ccccc2)=NC12CCCCCC2)NC1CCCCC1,-10.9%,-1.2,u,-24.5%[12.5 µM],u,i,u
Cc1cccc(NC(=O)Cn2c(-c3ccc(F)cc3)nc(C)cc2=O)c1,-0.1%,-0.7,-23.2%,-18.7%,-5.9%,-3.8%,-24.4%
CCN(c1ccc(C)cc1)S(=O)(=O)c1nnc(NC(=O)c2cccs2)s1,x,-7.0,x,2.6%,x,x,-0.8%
O=C(NCCCc1ccccc1)c1ccc2nccn2c1,-20.2%[172 µM],-4.7,u,1.9%[87.6 µM],u,i,62.5%[activator][87.6 µM]
COc1ccc(CNC(=O)CN2N=C(c3ccccc3)CCC2=O)c(OC)c1,x,-6.0,x,-8.8%,x,x,19.5%
Cc1ccc([N+](=O)[O-])cc1S(=O)(=O)N(C)N=Cc1cnc2ccc(Br)cn12,x,x,x,u,x,i,u
CCN(C(=O)CCC(=O)N1CCc2c(c(-c3nncn3CC)nn2C)C1)c1ccccc1,x,-7.1,-5.9%,-12.8%,-14.2%,i,-9.3%
C=CCN1CCN(C(=O)C2CCCN(C(=O)c3ccccc3)CCC(=O)NCC2)CC1 (stereo not drawn),7.1%,6.1,4.3%,-1.3%,i,i,2.2%
O=C(NCC(=O)N1CCCCC1)c1ccc(-c2cnc3ccccc3c2)cc1,x,5.5,44.7µM*,-5.0%,u,-23.1%,-28.9%
Cc1ccc(CC(=O)NC2CCN(c3cnn(C)c(=O)c3)CC2)cc1,-2.1%,7.2,i,8.5%,i,0.8%,35.6%[activator]
C[S+](=O)([O-])N1Cc2ccccc2CC2(CCCCN2CCc2ccccc2)C1 (stereo not drawn),x,-6.9,u,10.1%,u,i,-2.0%
Cn1ncc2c(C(=O)NC3CCOCC3)cc(-c3cccc(F)c3)nc21,x,7.9,4.8%[172 µM],x,-8.1%[138 µM],x,x
COc1ccc(CN2CCc3ncc(C(=O)NCc4cccc(Cl)c4)n3CC2)cn1,-2.8%[172 µM],8.2,u,-17.5%[87.6 µM],u,0.3%[88.5 µM],3.2%[87.6 µM]
